From PubChem BioAssay
WRN helicase inh = qHTS for Inhibitors of WRN Helicase; AID 651768, 2012; Potency, µM (top dose mostly 114 µM), inactives show at the highest dose activity change, negative = inhibition, usual class: inhibitors; WRN helicase unwinding, fluorescent forked duplex, kinetic; Bifunctional 3'-5' exonuclease/ATP-dependent helicase WRN (Homo sapiens), Q14191; 0.46% of 360,000 active; note: potency is the fitted concentration of half-maximal effect; % is set by controls: 0 for no effect and ±100 for the full control effect; nearly all actives have a fitted effect of over 55% in size
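WRN at 20 nM final was preincubated with compound for 15 min at room temperature; reaction started with 100 nM forked duplex oligonucleotide carrying fluorophore and quencher plus 2 mM ATP (final). Unwinding followed kinetically by red fluorescence (ex 525/em 598 nm).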
CCT modulator = High-Throughput Screening for Modulators of Cytosolic Chaperonin Activity | purified chaperonin ATPase assay, HTRF ADP detection, 30 min | activity change, % (concentration not given with the values), hits read low | AID 651819, 2012 | 0.3% of 360,000 active; in the data active = activity change below about -30%; note: % is set by controls: 0 for no effect and ±100 for the full control effect
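TRiC at 40 or 20 nM final (batch-dependent) in 30 mM Tris pH 7.4, 100 mM KCl, 5 mM MgCl2, 1 mM DTT, with compound at single 76 uM and 10 uM ATP, 30 min at 37 deg C. ADP detected by HTRF Transcreener, 665/615 ratio.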
EPAC1 ag = qHTS for Agonist of cAMP-regulated guanine nucleotide exchange factor 3 (EPAC1): primary screen | 0.073% of 360,000 active | AID 720707, 2013 | EPAC1 agonist qHTS, biochemical assay; response scale: 100% = response to 6.5 mM cAMP | Rap guanine nucleotide exchange factor 3 (Homo sapiens), O95398 | Potency, µM (titrated, usually from 154 µM), for inactives: at the top dose activation, usual class: activators; note: potency is the fitted concentration of half-maximal effect; nearly all actives have a fitted effect of over 60% in size
Target sequence (O95398 whole entry, looked up): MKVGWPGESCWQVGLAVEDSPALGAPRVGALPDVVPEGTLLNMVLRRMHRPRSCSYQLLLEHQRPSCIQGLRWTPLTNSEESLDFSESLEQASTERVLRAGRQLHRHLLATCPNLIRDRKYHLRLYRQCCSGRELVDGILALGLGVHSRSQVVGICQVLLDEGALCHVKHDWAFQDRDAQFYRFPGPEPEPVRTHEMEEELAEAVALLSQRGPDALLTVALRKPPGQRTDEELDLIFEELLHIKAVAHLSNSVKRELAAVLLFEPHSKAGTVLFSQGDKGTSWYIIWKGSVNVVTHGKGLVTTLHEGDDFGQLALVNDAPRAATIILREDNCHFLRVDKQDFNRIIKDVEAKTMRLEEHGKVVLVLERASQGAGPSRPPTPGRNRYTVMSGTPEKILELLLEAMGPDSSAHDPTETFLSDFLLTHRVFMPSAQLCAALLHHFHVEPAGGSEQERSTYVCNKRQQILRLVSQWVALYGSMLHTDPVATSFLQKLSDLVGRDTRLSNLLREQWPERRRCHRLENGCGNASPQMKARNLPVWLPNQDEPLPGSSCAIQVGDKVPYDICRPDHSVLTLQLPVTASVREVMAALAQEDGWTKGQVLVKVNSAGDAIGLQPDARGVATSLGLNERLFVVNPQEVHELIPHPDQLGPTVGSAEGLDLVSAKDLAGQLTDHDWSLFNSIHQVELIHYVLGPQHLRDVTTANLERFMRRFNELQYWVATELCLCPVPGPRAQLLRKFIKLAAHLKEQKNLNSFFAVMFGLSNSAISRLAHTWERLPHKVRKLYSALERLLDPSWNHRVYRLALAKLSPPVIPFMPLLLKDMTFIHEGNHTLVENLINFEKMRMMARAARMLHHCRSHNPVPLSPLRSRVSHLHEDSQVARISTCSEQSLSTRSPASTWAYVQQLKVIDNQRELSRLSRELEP
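Nucleotide exchange by EPAC1 (100 nM) on Rap1B–BODIPY-GDP (250 nM) in the presence of 50 uM GDP is tracked fluorescently at 480/540 nm over 30 min. Signals are normalized to a 6.5 mM cAMP control.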
PLK1 PBD inh = qHTS for Inhibitors of PLK1-PDB (polo-like kinase 1 - polo-box domain): Primary Screen | Plk1 PBD binding of FITC phosphopeptide, fluorescence polarization | Potency, µM, inactives show max response, negative = inhibition, actives largely listed as inhibitors | 2.8% of 360,000 active | Serine/threonine-protein kinase PLK1 (Homo sapiens), P53350; note: potency is the fitted concentration of half-maximal effect; series mostly up to about 57 µM; % is set by controls: 0 for no effect and ±100 for the full control effect; nearly all actives have a fitted effect of over 65% in size
EPAC1 antagonist = qHTS for Antagonist of cAMP-regulated guanine nucleotide exchange factor 3 (EPAC1): primary screen | Rap guanine nucleotide exchange factor 3 (Homo sapiens), O95398 | EPAC1 GEF assay, Rap1b-BODIPY-GDP exchange fluorescence | Potency, µM (top dose mostly 115 µM), without a hit: at the highest dose activity change, negative = inhibition, usual class: inhibitors | 0.14% of 360,000 active | AID 720709, 2013;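 note: potency is the fitted concentration of half-maximal effect; plate controls were vehicle for no effect and positive control for full effect; nearly all actives have a fitted effect of over 50% in size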
EPAC2 ag = qHTS for Agonist of cAMP-regulated guanine nucleotide exchange factor 4 (EPAC2): primary screen; AID 720711, 2013; 0.079% of 360,000 active; Rap guanine nucleotide exchange factor 4 (Homo sapiens), Q8WZA2; Potency, µM (doses to about 154 µM), inactives show at the highest dose activation, most hits filed as activators; EPAC2 activation, biochemical qHTS; response scale: 100% = 6.5 mM cAMP response; note: potency is the fitted concentration of half-maximal effect; nearly all actives have a fitted effect of over 50% in size
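Each well held 100 nM EPAC2, 250 nM RAP1B-BODIPY-GDP and 50 uM GDP. Fluorescence, read at 5-min intervals to 30 min, was referenced to a 6.5 mM cAMP positive control.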
PI5P4K alpha inh = qHTS for Inhibitors of phosphatidylinositol 5-phosphate 4-kinase (PI5P4K); max response, %; AID 652105, 2013; 1.2% of 330,000 active; PI5P4Kalpha enzyme, ADP-Glo luminescence, 60 min; hits give low values; Phosphatidylinositol 5-phosphate 4-kinase type-2 alpha (Homo sapiens), P48426; active = max response of -50% or lower; inconclusive = between -30% and -50%; inactive = -30% or higher; note: value at the top dose of about 77 µM; % is set by controls: 0 for no effect and ±100 for the full control effect
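Compounds were pin-transferred onto PI5P4Kalpha and substrate in HEPES pH 7.4 buffer with EGTA, CHAPS and 5% DMSO. ATP (5 microM final) started the reaction, which ran 60 minutes at room temperature before ADP-Glo detection.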
IL-2 act = qHTS of IL-2 Activators. activation, % (series mostly up to about 46 µM). 0.065% of 360,000 active. IL-2 activation reporter assay, cell-based qHTS; stimulated with anti-CD3/CD4/CD28 beads; in transgenic mouse T cells. AID 652025, 2013; in the data active = activation above about 50%; inconclusive = mostly about 30% to 49%; note: 0% is about no effect
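Unstimulated transgenic mouse T cells; 60-min compound exposure; bead-based TCR/CD4/CD28 stimulation; 18 h culture, 37 degrees C; dual fluorescence (EGFP, DsRed) plate cytometry.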
* = called active by the depositor; [ ] = dose if it differs, or a comment. Unless noted, calls come from the whole dose curve; as a rule, active = well fitted curve in the direction sought with a large enough effect; inconclusive = small, poorly fitted or top-dose-only effect, or another doubt; inactive = no such curve, though single readings can be large; an effect the other way counts as inactive or inconclusive. A portion of the library; rates above refer to the full screens.

COc1ccc(C(=O)c2ccccc2)cc1CN1CCOCC1 was read as WRN helicase inh 0%, CCT modulator 1.1, EPAC1 ag 9%, PLK1 PBD inh -1%, EPAC1 antagonist -9%, EPAC2 ag 6%, PI5P4K alpha inh -4 and IL-2 act -0.5.
Screening Cc1cc(C)cc(N(C(=O)c2ccc(Br)o2)C2C=CS(=O)(=O)C2)c1 (centres undefined) returned WRN helicase inh -11%, CCT modulator 2.0, EPAC1 ag 3%, PLK1 PBD inh -11%, EPAC1 antagonist 14%, EPAC2 ag 5%, PI5P4K alpha inh -1 and IL-2 act -0.3.
For O=C(Nc1ccccc1)c1cnc(-c2ccccc2)nc1-c1ccccc1 the results were WRN helicase inh 8%, CCT modulator -1.9, EPAC1 ag -7%, PLK1 PBD inh 1%, EPAC1 antagonist 10%, EPAC2 ag -11% and IL-2 act 3.2.
For CN1C(C(=O)NCc2cccc(C(F)(F)F)c2)CC2Cn3c(nc4ccccc43)C21 (centres undefined) the results were WRN helicase inh -1%, CCT modulator 0.0, EPAC1 ag 3%, PLK1 PBD inh -8%, EPAC1 antagonist -7%, EPAC2 ag 14%, PI5P4K alpha inh -1 and IL-2 act 0.3.
Screening Cc1ccc(C(=O)Nc2ccncc2)cc1S(=O)(=O)N1CCOCC1 returned WRN helicase inh -8%, CCT modulator -1.3, EPAC1 ag 1%, PLK1 PBD inh 2%, EPAC1 antagonist 11%, EPAC2 ag -1%, PI5P4K alpha inh 1 and IL-2 act -0.9.
Screening CN(Cc1ccccc1)S(=O)(=O)c1ccc(OCC(=O)Nc2cccc([N+](=O)[O-])c2)cc1 returned WRN helicase inh -15%, CCT modulator 0.4, EPAC1 ag 2%, PLK1 PBD inh 2%, EPAC1 antagonist -9%, EPAC2 ag 13%, PI5P4K alpha inh 4 and IL-2 act -0.5.
Screening NC(=O)CC(NC(=O)Cc1cccc2ccccc12)c1ccc(N2CCN(c3ccccc3)CC2)c([N+](=O)[O-])c1 (centres undefined) returned WRN helicase inh 4%, CCT modulator -2.3, EPAC1 ag -22%, PLK1 PBD inh 1%, EPAC1 antagonist -11%, EPAC2 ag -3%, PI5P4K alpha inh 3 and IL-2 act 0.0.
`Cc1ccc(S(=O)(=O)N2C(=O)CCC2C(=O)N2CCCCC2)cc1` (centres undefined) gave WRN helicase inh -4%, CCT modulator -0.2, EPAC1 ag 9%, PLK1 PBD inh -2%, EPAC1 antagonist -20%, EPAC2 ag 7%, PI5P4K alpha inh -3 and IL-2 act 0.4.
`Cc1cccc(C(=O)Nc2cccc(OCC(=O)O)c2)c1` gave WRN helicase inh 7%, CCT modulator -0.6, EPAC1 ag 0%, PLK1 PBD inh 0%, EPAC1 antagonist 0%, EPAC2 ag 3%, PI5P4K alpha inh -5 and IL-2 act -0.2.
For CCOC(=O)C1(CC2CC2)CCN(C(=O)c2ocnc2C)CC1 the results were WRN helicase inh -1%, CCT modulator -1.1, EPAC1 ag 7%, PLK1 PBD inh -9%, EPAC1 antagonist -13%, EPAC2 ag 4%, PI5P4K alpha inh -7 and IL-2 act 2.2.
For Cc1ccc(-n2ccc(=O)c(C(=O)Nc3ccc(S(=O)(=O)Nc4nccc(C)n4)cc3)n2)cc1 the results were WRN helicase inh -14%, CCT modulator 0.0, EPAC1 ag 13%, PLK1 PBD inh -16%, EPAC1 antagonist 17%, EPAC2 ag -5%, PI5P4K alpha inh -30 and IL-2 act -0.1.
Cc1cc(C)n(C(=O)CCC(=O)NCc2ccccc2)n1 was read as WRN helicase inh -1%, CCT modulator -0.3, EPAC1 ag 3%, PLK1 PBD inh -12%, EPAC1 antagonist inconclusive, EPAC2 ag 5% and IL-2 act -0.3.
CCn1cc(C(=O)O)c(=O)c2cc(F)c(N3CCN(C(=S)Nc4ccccc4OC)CC3)cc21 was read as WRN helicase inh 5%, CCT modulator -0.3, EPAC1 ag 3%, PLK1 PBD inh -13%, EPAC1 antagonist -20%, EPAC2 ag 8%, PI5P4K alpha inh 3 and IL-2 act 0.8.
`Cc1ccc(C)c(NC(=O)CN(C)C(=O)c2cc(-c3cccs3)nn2-c2ccccc2)c1` gave WRN helicase inh -26%, CCT modulator 1.1, EPAC1 ag -7%, PLK1 PBD inh 0%, EPAC1 antagonist -18%, EPAC2 ag -1%, PI5P4K alpha inh 5 and IL-2 act 2.2.
Cc1cc(C)cc(N2C(=O)CC(N(C(=O)c3ccco3)c3cc(C)cc(C)c3)C2=O)c1 (centres undefined) was read as WRN helicase inh -7%, CCT modulator -2.2, EPAC1 ag 0%, PLK1 PBD inh -5%, EPAC1 antagonist -2%, EPAC2 ag 13% and IL-2 act 1.6.
`Cc1ccc(NC(=O)C(=O)NCCN2CCN(C(=O)C(c3ccccc3)c3ccccc3)CC2)cc1` gave WRN helicase inh 8%, CCT modulator -0.2, EPAC1 ag -3%, PLK1 PBD inh -17%, EPAC1 antagonist 3%, EPAC2 ag -9%, PI5P4K alpha inh 6 and IL-2 act 1.2.
Screening Oc1ccc(N=Nc2ccc3ccccc3c2)cc1 returned WRN helicase inh -9%, CCT modulator -4.2, EPAC1 ag 16%, PLK1 PBD inh 7%, EPAC1 antagonist -2%, EPAC2 ag 14%, PI5P4K alpha inh 41 and IL-2 act -0.5.
COC(=O)/C=C1/SC(=NC(=O)c2ccc(Cl)cc2)NC1=O was read as WRN helicase inh -24%, CCT modulator 0.0, EPAC1 ag 11%, PLK1 PBD inh 34µM*, EPAC1 antagonist -25%, EPAC2 ag 4%, PI5P4K alpha inh -10 and IL-2 act 0.9.
`O=C(/C=C/c1ccco1)Nc1ccc(N2CCCC2)cc1` gave WRN helicase inh -6%, CCT modulator 0.0, EPAC1 ag -7%, PLK1 PBD inh -4%, EPAC1 antagonist 9%, EPAC2 ag -7%, PI5P4K alpha inh inconclusive and IL-2 act -0.3.
CCN(CC)S(=O)(=O)c1cccc(NC(=O)c2ccc(Br)cc2)c1 was read as WRN helicase inh -12%[57.1 µM], CCT modulator -2.4, EPAC1 ag 0%, PLK1 PBD inh -8%, EPAC1 antagonist inconclusive, EPAC2 ag 9%, PI5P4K alpha inh 2 and IL-2 act -1.2.
Cc1ccc(C)c(NC(=O)COC(=O)CCC(=O)c2cccs2)c1 was read as WRN helicase inh -1%, CCT modulator -1.4, EPAC1 ag -6%, PLK1 PBD inh 4%, EPAC1 antagonist 3%, EPAC2 ag -5%, PI5P4K alpha inh -2 and IL-2 act -3.0.
Screening COc1ccc(NC(=O)/C(Cl)=C(/Cl)S(=O)Cc2ccccc2)cn1 (centres undefined) returned WRN helicase inh 32µM*, CCT modulator -3.6, EPAC1 ag -5%, PLK1 PBD inh 2.1µM*, EPAC1 antagonist -12%, EPAC2 ag 2%, PI5P4K alpha inh -5 and IL-2 act -5.1.
Cc1ccc(OCCNC(=O)c2cccc(C)c2)cc1 was read as WRN helicase inh -2%, CCT modulator -1.2, EPAC1 ag 0%, PLK1 PBD inh -6%, EPAC1 antagonist -15%, EPAC2 ag 5%, PI5P4K alpha inh 1 and IL-2 act 0.3.
Screening CC1(C(=O)NCc2cccc(C(F)(F)F)c2)CCN1C1Cc2ccccc2C1 (centres undefined) returned WRN helicase inh -5%, CCT modulator 0.1, EPAC1 ag -8%, PLK1 PBD inh -9%, EPAC1 antagonist -18%, EPAC2 ag 0%, PI5P4K alpha inh 19 and IL-2 act -0.5.

2 records drawn at random from the list so far, as already listed:
`Cc1ccc(S(=O)(=O)N2C(=O)CCC2C(=O)N2CCCCC2)cc1` (centres undefined) gave WRN helicase inh -4%, CCT modulator -0.2, EPAC1 ag 9%, PLK1 PBD inh -2%, EPAC1 antagonist -20%, EPAC2 ag 7%, PI5P4K alpha inh -3 and IL-2 act 0.4.
Screening Oc1ccc(N=Nc2ccc3ccccc3c2)cc1 returned WRN helicase inh -9%, CCT modulator -4.2, EPAC1 ag 16%, PLK1 PBD inh 7%, EPAC1 antagonist -2%, EPAC2 ag 14%, PI5P4K alpha inh 41 and IL-2 act -0.5.

New compounds follow:
CCCC(=O)Nc1ccc(C(=O)N2CCCC2)cc1 was read as WRN helicase inh -7%, CCT modulator -1.2, EPAC1 ag 2%, PLK1 PBD inh -12%, EPAC1 antagonist 2%, EPAC2 ag 3%, PI5P4K alpha inh -1 and IL-2 act -2.6.
Screening CN(C)/C=C1\C=C2C(=O)c3ccccc3N2C1=O returned WRN helicase inh -27%, CCT modulator -0.1, EPAC1 ag inconclusive, PLK1 PBD inh 462%[activator], EPAC1 antagonist -37%, EPAC2 ag 35µM*, PI5P4K alpha inh -21 and IL-2 act -4.9.
O=C1NCCN(Cc2ccc(Cl)c(F)c2)C1CC(=O)N1CCc2ccccc2C1 (centres undefined) was read as WRN helicase inh -3%, CCT modulator -0.1, EPAC1 ag 0%, PLK1 PBD inh -19%, EPAC1 antagonist -7%, EPAC2 ag 3%, PI5P4K alpha inh -9 and IL-2 act 0.7.
`CCCNC(=O)C1(C)CCCN(Cc2ccc(Cl)cc2)C1` (centres undefined) gave WRN helicase inh 2%, CCT modulator 0.8, EPAC1 ag -7%, PLK1 PBD inh -4%, EPAC1 antagonist -13%, EPAC2 ag 4%, PI5P4K alpha inh -2 and IL-2 act -0.1.
Screening O=C(CN1C(=O)c2ccccc2C1=O)NCC1CCCO1 (centres undefined) returned WRN helicase inh 1%, CCT modulator -6.1, EPAC1 ag -2%, PLK1 PBD inh -8%, EPAC1 antagonist -3%, EPAC2 ag 4%, PI5P4K alpha inh 2 and IL-2 act 1.9.
`CCCc1nnc(NC(=O)c2nc(S(=O)(=O)Cc3cccc(C)c3)ncc2Cl)s1` gave WRN helicase inh 29%, CCT modulator -0.7, EPAC1 ag -2%, PLK1 PBD inh -17%, EPAC1 antagonist 17%, EPAC2 ag 4%, PI5P4K alpha inh -1 and IL-2 act -5.4.
For O=C(Nc1ccc(NC(=O)c2ccccc2)c2ccccc12)c1ccccc1 the results were WRN helicase inh 3%, CCT modulator 0.4, EPAC1 ag -3%, PLK1 PBD inh -7%, EPAC1 antagonist 14%, EPAC2 ag 7%, PI5P4K alpha inh -5 and IL-2 act -2.6.
